Compound activity (PubChem BioAssay)
APOBEC3G inh – APOBEC3G (human) deaminase inhibition; actives 0.28% (n = 330,000); inhibition, % at 20 µM; Q9HC16; recombinant A3G, ssDNA deamination FAM/TAMRA fluorescence;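 active = inhibition of at least 40% at 20 µM, with no more than 30% in the related APOBEC3A deaminase screen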;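 also: plate controls were DMSO wells with A3G for no effect and wells lacking A3G enzyme for full effect; some compounds called inactive have numbers as strong as hits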
Target sequence (Q9HC16 whole entry, looked up): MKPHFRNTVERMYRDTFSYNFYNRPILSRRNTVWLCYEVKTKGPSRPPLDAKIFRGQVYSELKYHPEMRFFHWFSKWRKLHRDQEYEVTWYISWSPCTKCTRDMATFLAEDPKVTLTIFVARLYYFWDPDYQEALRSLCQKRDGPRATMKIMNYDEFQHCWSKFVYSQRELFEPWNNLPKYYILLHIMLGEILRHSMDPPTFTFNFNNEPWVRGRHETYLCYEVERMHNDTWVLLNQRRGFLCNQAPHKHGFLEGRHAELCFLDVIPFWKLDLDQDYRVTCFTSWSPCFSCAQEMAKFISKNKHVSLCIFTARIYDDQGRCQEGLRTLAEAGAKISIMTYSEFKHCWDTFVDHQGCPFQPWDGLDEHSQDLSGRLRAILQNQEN
MPTP inh – inhibitors of mitochondrial permeability transition pore. inhibition, % at 10 µM. actives 1.4% (n = 360,000). isolated mouse mitochondria, Ca2+ swelling absorbance, 30 min;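 active = inhibition of 50% or more, scaled per plate between neutral and stimulator controls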;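 also: 0% = DMSO wells given calcium and 100% = 1 mM EGTA wells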
hIAP block – blocks human intestinal alkaline phosphatase | AID 2544 | actives 0.12% (n = 330,000) | P09923 | purified IAP, CDP-Star luminescence, 30 min | inhibition, % at 10 µM;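 active = inhibition reaching a set limit with compound at 10 µM in the primary screen, cut at about 35% in these data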;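 also: plate controls were DMSO wells with enzyme for no effect and no-enzyme buffer wells for full effect; values of inactives mirror those of a sister screen read the other way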
Target sequence (P09923 whole entry, looked up): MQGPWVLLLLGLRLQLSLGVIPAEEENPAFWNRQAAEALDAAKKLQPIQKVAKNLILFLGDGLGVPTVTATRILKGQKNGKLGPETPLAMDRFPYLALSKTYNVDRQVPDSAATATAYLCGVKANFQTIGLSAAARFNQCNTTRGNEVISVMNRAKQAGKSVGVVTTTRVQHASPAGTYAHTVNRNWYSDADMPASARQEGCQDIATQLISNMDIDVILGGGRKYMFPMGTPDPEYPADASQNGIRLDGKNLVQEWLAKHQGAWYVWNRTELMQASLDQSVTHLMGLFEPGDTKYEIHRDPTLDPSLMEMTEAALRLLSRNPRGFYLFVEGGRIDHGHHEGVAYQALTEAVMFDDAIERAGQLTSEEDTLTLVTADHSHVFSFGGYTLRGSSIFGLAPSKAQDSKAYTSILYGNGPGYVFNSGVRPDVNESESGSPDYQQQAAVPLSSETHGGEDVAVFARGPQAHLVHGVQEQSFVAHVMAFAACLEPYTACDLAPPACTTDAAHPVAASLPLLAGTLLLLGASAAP
MIN6 prolif – induces beta-cell replication in MIN6 cells | actives 0.29% (n = 330,000) | MIN6 cells proliferation, ATPlite luminescence, 48 h; cells starved in 0.2% serum; 100% = growth in 10% serum | proliferation, % at 10 µM;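 active = compounds whose signal lies at least 3.5 SD above the mean of all wells on their plate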;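 also: 0% = DMSO-treated cells in low-serum medium and 100% = 10% serum control; some compounds called inactive have numbers as strong as hits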
A3A deaminase – inhibitors of human APOBEC3A DNA deaminase; inhibition, % at 20 µM; P31941; actives 0.41% (n = 330,000); recombinant A3A, FAM/TAMRA ssDNA deamination fluorescence;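 active = at least 40% inhibition at 20 µM here, with at most 30% in a related deaminase screen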;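 also: plate controls were A3A with DMSO for no effect and wells lacking A3A enzyme for full effect; some results filed as inactive read as strong as hits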
hIAP act – increases human intestinal alkaline phosphatase activity; P09923; purified human IAP, CDP-Star luminescence, 30 min; active compounds read high; 1 = vehicle-only enzyme, 0 = enzyme-free background; activation factor at 10 µM; actives 0.16% (n = 330,000);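 active = activation factor of the enzyme at least 2-fold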; also: the source names both 10 and 20 µM as test concentration; values of inactives mirror those of a sister screen read the other way
GRIN3A LBD mod – modulators (binders) of human NR3A ligand-binding domain; NR3A LBD differential scanning fluorimetry, Tm shift; 0% = protein alone, 100% = glycine-bound protein; AID 1259313; Tm shift relative to glycine control, % at 25 µM; actives 2.5% (n = 340,000);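 active = melting temperature shift of at least 10% of the positive control shift, at one fixed dose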
mIAP block – blocks mouse intestinal alkaline phosphatase; purified mouse IAP, CDP-Star luminescence, 30 min; inhibition, % at 10 µM; actives 0.2% (n = 330,000); AID 2806;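 active = inhibition of at least 40% at 10 µM in the primary screen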;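 also: plate controls were DMSO with enzyme for no effect and no enzyme wells for full effect; values of inactives mirror those of a sister screen read the other way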
mIAP activ – mouse IAP activation; activation factor at 10 µM; AID 2805; actives 0.24% (n = 330,000); muIAP, CDP-Star luminescence, 30 min; active compounds read high; 1 = vehicle-only enzyme signal, 0 = enzyme-free wells;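 active = activation factor of at least 2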; also: the source names both 10 and 20 µM as test concentration; values of inactives mirror those of a sister screen read the other way
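also added = chemiluminescent substrate CDP-Star | test system = mouse IAP enzyme | signal = chemiluminescence readout | compound = DMSO-dissolved test compounds | incubation = 30 min at room temperature | benchmarks = DMSO wells, no-enzyme wells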
Active calls of the source: *; nt = not tested or not shown.

SMILES | APOBEC3G inh | MPTP inh | hIAP block | MIN6 prolif | A3A deaminase | hIAP act | GRIN3A LBD mod | mIAP block | mIAP activ
CN1CCN(C2CC(=O)N(CCc3ccccc3)C2=O)CC1 (stereo unspecified) | 1.0 | 3.1 | -5.5 | 0.4 | 0.3 | 1.05 | -0.7 | -1.4 | 1.01
O=C(Nc1ccccc1)c1ccc(-c2ccc(Br)cc2)o1 | -5.3 | 27.9 | -0.6 | -5.6 | -0.6 | 1.01 | 18.8* | 10.9 | 0.891
CC(=O)Nc1ccc(S(=O)(=O)NNC(=O)c2ccc3c(c2)OCO3)cc1 | -10.0 | 0.9 | -18.0 | -0.7 | -3.0 | 1.18 | 0.2 | -3.3 | 1.03
Cc1cc(Br)ccc1NC(=O)CN1C(=O)C2CC=CCC2C1=O (stereo unspecified) | -2.9 | -0.2 | -6.0 | -6.2 | 18.6 | 1.06 | 1.8 | -9.6 | 1.1
Cc1cccc(N2C(=O)C(O)=C(C(=O)c3cccs3)C2c2ccc(Cl)cc2)n1 (stereo unspecified) | -10.3 | 4.5 | 18.8 | 1.0 | -3.5 | 0.812 | -2.9 | -3.6 | 1.04
Nc1c(N(CCO)C(=O)COc2ccc(Cl)cc2)c(=O)[nH]c(=O)n1Cc1ccccc1 | -6.6 | 0.8 | -1.5 | 1.9 | -3.3 | 1.01 | 0.6 | 7.5 | 0.925
OCC[C@H]1C[C@H](O)[C@@H](O)[C@]2(CCCc3ccccc3O2)O1 | -7.5 | -1.0 | -15.9 | -1.2 | -0.1 | 1.16 | -1.0 | -6.5 | 1.06
CCOCCCNC(=O)c1ccc(OC)c(OC2CCN(C(C)C)CC2)c1 | -7.3 | -0.9 | 1.7 | -0.4 | -6.2 | 0.983 | -0.7 | -1.6 | 1.02
O=C(Cn1cc2c(n1)CCCCC2)Nc1c(F)c(F)cc(F)c1F | -4.0 | -0.5 | -8.8 | -1.0 | 4.7 | 1.09 | 3.2 | 4.5 | 0.955
CCOC(=O)C1(Cc2cccc(F)c2)CCN(C(=O)C2CCOCC2)CC1 | -9.9 | 1.3 | -25.7 | -1.7 | -2.6 | 1.26 | -0.5 | -0.7 | 1.01
Cc1cccc(CC2CC(=O)N(CCc3ccc4c(c3)OCO4)C2=O)c1 (stereo unspecified) | 0.1 | 0.6 | -26.8 | 2.7 | 1.0 | 1.27 | 0.4 | -12.4 | 1.12
COc1cccc(/C=C2\Oc3ccc(O)cc3C2=O)c1O | -6.8 | 3.1 | 3.8 | -5.7 | -2.7 | 0.962 | -6.0 | 13.6 | 0.864
O=C(c1ccccn1)N1CCN(C(=O)c2ccccn2)CC1 | -9.7 | -2.5 | 8.0 | -3.1 | -1.3 | 0.92 | 0.9 | 10.7 | 0.893
COc1ccccc1CNC(=O)Cn1ccsc1=N | -8.3 | 0.3 | -19.3 | -2.2 | -1.5 | 1.19 | 2.5 | 1.2 | 0.988
CN(C)[C@@H](CO)c1nnc([C@H](CC(=O)O)NC(=O)C2CCNCC2)o1 | -9.7 | -0.4 | 3.3 | -1.2 | -1.8 | 0.967 | 1.3 | 11.4 | 0.886
CN(CC(=O)Nc1ccccc1Cl)C1CCS(=O)(=O)C1 (stereo unspecified) | -1.3 | -2.1 | -10.7 | -1.1 | 0.8 | 1.11 | -1.3 | -0.5 | 1
Cc1nc(C(=O)Nc2cccc(Cl)c2)nn1-c1cc(OC(C)C)c(Cl)cc1Cl | -6.7 | 12.7 | 9.7 | -5.3 | -2.6 | 0.903 | -2.7 | 11.7 | 0.883
Cc1cc(NC(=O)c2ccc(NC(=O)C(C)Oc3ccccc3)cc2)no1 (stereo unspecified) | 0.6 | 0.1 | -14.5 | -1.4 | 2.8 | 1.15 | -1.8 | -0.6 | 1.01
O=C(CSc1nc2nc[nH]c2c(=O)[nH]1)NC1CCCCC1 | -3.3 | -0.7 | -6.6 | -2.1 | -2.4 | 1.07 | -0.9 | 10.7 | 0.893
CC1=C(C(=O)OCc2ccccc2)C(c2ccc(C)o2)C2=C(CCCC2=O)N1 (stereo unspecified) | -5.4 | 3.7 | 0.3 | -3.4 | -4.5 | 0.997 | -2.1 | -5.4 | 1.05

Quoted from the listing.
CC(=O)Nc1ccc(S(=O)(=O)NNC(=O)c2ccc3c(c2)OCO3)cc1 in A3A deaminase → -3.0
CCOC(=O)C1(Cc2cccc(F)c2)CCN(C(=O)C2CCOCC2)CC1 in GRIN3A LBD mod → -0.5
O=C(CSc1nc2nc[nH]c2c(=O)[nH]1)NC1CCCCC1 in MPTP inh → -0.7
COc1cccc(/C=C2\Oc3ccc(O)cc3C2=O)c1O in MIN6 prolif → -5.7
O=C(Cn1cc2c(n1)CCCCC2)Nc1c(F)c(F)cc(F)c1F in APOBEC3G inh → -4.0

Next section.
SMILES | APOBEC3G inh | MPTP inh | hIAP block | MIN6 prolif | A3A deaminase | hIAP act | GRIN3A LBD mod | mIAP block | mIAP activ
O=C(O)COCC(=O)NCc1nc(-c2ccc(C(F)(F)F)cc2)no1 | -4.4 | 1.2 | 11.7 | -1.7 | -2.6 | 0.883 | 0.9 | 2.2 | 0.978
CCOC(=O)C1=C(COC(=O)Cc2ccccc2F)NC(=O)NC1C (stereo unspecified) | -3.4 | -1.4 | -4.3 | -2.2 | 2.4 | 1.04 | -1.7 | 2.1 | 0.979
Cc1nnc(Nc2ccc(S(N)(=O)=O)cc2)c2ccccc12 | -7.2 | -0.8 | -0.6 | -2.4 | -0.3 | 1.01 | 0.3 | 5.0 | 0.95
COc1ccccc1/C=N/NC(=O)C(C)Cn1cnc2ccccc21 (stereo unspecified) | -4.2 | 1.4 | -5.7 | 3.0 | 1.1 | 1.06 | -1.6 | -0.4 | 1
O=C(c1ccccc1F)N1CCc2ccccc21 | 1.8 | 0.2 | 4.6 | -3.5 | 4.6 | 0.954 | -0.1 | 0.6 | 0.994
Cc1ccc(NC(=O)COc2ccc(-n3cnnn3)cc2)cc1C | -2.4 | 0.4 | 3.4 | -3.6 | 1.4 | 0.966 | 0.5 | 6.7 | 0.933
Cc1cccc2cc(C(c3nnnn3CC3CCCO3)N3CCc4ccccc4C3)c(=O)[nH]c12 (stereo unspecified) | 5.3 | nt | 2.5 | -1.6 | 0.5 | 0.975 | 0.5 | 10.8 | 0.892
CCN(CC)CCOC(=O)c1c(C)oc2ccc(O)cc12 | -1.1 | 27.9 | -0.3 | -0.6 | 2.9 | 1 | 0.7 | -1.3 | 1.01
COc1ccccc1NC(=O)c1cccc(S(=O)(=O)N2CCN(c3ccccc3)CC2)c1 | -6.9 | 0.2 | 19.4 | 1.2 | -1.7 | 0.806 | 1.2 | 0.3 | 0.997
CCNc1nc(NCC)n2c(SCC(=O)Nc3ccc(C)c(C)c3)nnc2n1 | 14.6 | -1.3 | -14.4 | -4.2 | 10.2 | 1.14 | 0.5 | -8.1 | 1.08
O=C(OCc1ccccc1)C1CCCN1C(=O)c1cccs1 (stereo unspecified) | -6.0 | -0.1 | -9.2 | -1.0 | -3.1 | 1.09 | 0.6 | -2.4 | 1.02
CC1CCCC(NC(=O)c2ccc3c(c2)OCCO3)C1C (stereo unspecified) | -1.0 | -0.1 | -14.3 | 0.6 | -1.3 | 1.14 | -1.7 | 0.9 | 0.991
O=C(NCCc1ccccc1)C1CCC(Cn2c(=O)c3ccccc3n(Cc3cccc(Cl)c3)c2=O)CC1 (stereo unspecified) | -2.1 | 4.5 | -5.4 | -4.8 | -0.5 | 1.05 | -0.2 | -1.2 | 1.01
CCCNC(=O)c1ccc(C)c(NC(=O)C2=C(C)OCCS2)c1 | -9.4 | 1.7 | 0.3 | 1.2 | -5.9 | 0.997 | 1.9 | -3.3 | 1.03
Cc1ccsc1/C=N/NC(=O)CNC(=O)c1ccc(S(=O)(=O)N(C)C)cc1 | -5.3 | -0.4 | 1.7 | -2.1 | 0.0 | 0.983 | -0.7 | 9.2 | 0.908
CC(C)C(OC(=O)CN1C(=O)COc2ccccc21)C(=O)NC1CCCC1 (stereo unspecified) | -7.1 | -0.9 | -36.6 | 0.4 | -6.7 | 1.36 | 0.4 | 2.9 | 0.971
Cc1nc2cc(NC(=O)NC3CC3)ccc2n1C | 3.5 | -5.0 | 2.9 | -1.0 | -3.3 | 0.971 | 0.1 | -2.5 | 1.02
C=CCOc1ccc(/C=C/C(=O)OCC(=O)NCCC2=CCCCC2)cc1 | -3.1 | 0.4 | -3.0 | -3.8 | 4.2 | 1.03 | 6.5 | 6.3 | 0.937
COc1cccc(N=C2SC(C(=O)Nc3ccccc3F)CC(=O)N2C)c1 (stereo unspecified) | -6.5 | 0.4 | -32.4 | 0.0 | -1.9 | 1.32 | 0.5 | 4.0 | 0.96
CN(CCNC(=O)C1CC(=O)N(C2CCCC2)C1)Cc1ccccc1 (stereo unspecified) | -5.2 | -0.4 | -2.7 | 1.8 | -4.1 | 1.03 | 0.6 | -10.9 | 1.11

Quoted at random: 3 compounds from above
SMILES | APOBEC3G inh | MPTP inh | hIAP block | MIN6 prolif | A3A deaminase | hIAP act | GRIN3A LBD mod | mIAP block | mIAP activ
CCN(CC)CCOC(=O)c1c(C)oc2ccc(O)cc12 | -1.1 | 27.9 | -0.3 | -0.6 | 2.9 | 1 | 0.7 | -1.3 | 1.01
COc1ccccc1NC(=O)c1cccc(S(=O)(=O)N2CCN(c3ccccc3)CC2)c1 | -6.9 | 0.2 | 19.4 | 1.2 | -1.7 | 0.806 | 1.2 | 0.3 | 0.997
O=C(c1ccccc1F)N1CCc2ccccc21 | 1.8 | 0.2 | 4.6 | -3.5 | 4.6 | 0.954 | -0.1 | 0.6 | 0.994

Next section
SMILES | APOBEC3G inh | MPTP inh | hIAP block | MIN6 prolif | A3A deaminase | hIAP act | GRIN3A LBD mod | mIAP block | mIAP activ
CC(=O)Nc1cccc(C(=O)NNC(=O)c2ccc(-n3cnnn3)cc2)c1 | 0.5 | -1.3 | 8.5 | 1.9 | 17.1 | 0.915 | -1.3 | -0.4 | 1
O=C(COc1ccc(S(=O)(=O)N2CCOCC2)cc1)Nc1ccc(Cl)c(C(F)(F)F)c1 | -7.6 | 43.0 | -71.3 | -2.6 | -0.6 | 1.71 | 0.5 | -44.0 | 1.44
CC1Cc2ccccc2N1C(=O)c1cnc2sccn2c1=O (stereo unspecified) | -1.9 | -2.1 | -8.0 | 4.9 | -3.4 | 1.08 | -1.2 | 8.6 | 0.914
CNC(=O)CSc1nnc(-c2ccco2)n1-c1cccc(OC)c1 | -0.4 | -2.9 | -12.6 | -1.8 | -2.3 | 1.13 | 5.3 | -10.2 | 1.1
CCn1ccc(C(=O)Nc2ccc(Cl)cn2)n1 | -0.5 | -1.5 | 9.1 | -4.1 | 0.2 | 0.909 | 2.7 | -5.5 | 1.05
CC(=O)Cn1c2ccccc2n2nc(CCC(=O)O)c(=O)nc12 | -3.7 | 2.9 | 5.3 | -2.7 | -0.5 | 0.947 | -2.1 | 5.2 | 0.948
Cc1c(NC(=O)C2CC(c3cccc(Br)c3)=NO2)c(=O)n(-c2ccccc2)n1C (stereo unspecified) | -3.9 | -0.6 | -5.1 | 2.4 | 3.4 | 1.05 | 0.7 | 9.5 | 0.905
CCN(CC)C(=O)C1CC(=O)OC1(C)C (stereo unspecified) | -2.2 | -0.5 | -9.0 | -1.6 | -0.2 | 1.09 | -0.5 | -0.2 | 1

Compounds as they come; about 5% have a hit in one of these screens.
